High-throughput results deposited in PubChem by several laboratories.
Pf gamet viab: kills late stage P. falciparum gametocytes; inhibition, % at 10.9 µM; P. falciparum stage V gametocytes, ATP luminescence, 24 h; hit rate 0.065% among 150,000;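 active = inhibition above the mean plus 3 SD of compounds within the control limits, set per campaign, cut at about 38% in these data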;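 also: 0% = DMSO wells and 100% = medium only without gametocytes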
Mcl1 Noxa PPI: disrupts binding of human Mcl-1 to Noxa peptide; Q07820; TR-FRET Mcl-1/Noxa peptide binding, 2 h; inhibition, % at 21.7 µM; hit rate 1.5% among 220,000; AID 1022;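 active = compounds that cut the protein-peptide binding signal by more than 50% relative to plate controls in a single-dose test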;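 also: His-tagged Mcl-1 with rhodamine Noxa BH3 peptide and terbium anti-His antibody; 0% = Mcl-1 plus Noxa peptide wells and 100% = peptide-only wells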
Target sequence (Q07820 whole entry, looked up): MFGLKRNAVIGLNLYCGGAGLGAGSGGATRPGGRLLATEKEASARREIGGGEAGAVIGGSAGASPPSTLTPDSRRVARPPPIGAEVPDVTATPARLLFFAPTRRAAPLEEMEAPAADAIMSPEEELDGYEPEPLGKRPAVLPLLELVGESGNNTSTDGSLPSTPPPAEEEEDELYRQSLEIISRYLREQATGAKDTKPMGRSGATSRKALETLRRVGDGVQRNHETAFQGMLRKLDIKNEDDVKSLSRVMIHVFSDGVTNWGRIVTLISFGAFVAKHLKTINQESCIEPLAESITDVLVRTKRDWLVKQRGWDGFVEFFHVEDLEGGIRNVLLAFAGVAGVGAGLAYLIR
Mcl1 Bid PPI: disrupts binding of human Mcl-1 to Bid peptide; AID 1021; hit rate 0.97% among 220,000; inhibition, % at 21.7 µM; TR-FRET Mcl-1/Bid-Dy647 peptide binding, 1536-well;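 active = compounds that cut the binding signal by more than half at the single screening dose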;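 also: His-tagged Mcl-1 with europium anti-His antibody binding Bid BH3 peptide; 0% = Mcl-1 plus peptide wells and 100% = peptide-only wells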
Rab2A wt mod: changes GTP binding to wildtype dog Rab2A, up or down. GST-Rab2 wt beads, Bodipy-GTP binding, flow cytometry. hit rate 0.19% among 190,000. GTP binding activity, % at 10 µM;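 active = GTP binding activity at least 20 points away from 100%, either lowered or raised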;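 also: 0% = beads with excess unlabeled GTP and 100% = no-compound control corrected for plate trend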
Rab7 wt modul: alters GTP binding to wildtype dog Rab7; GST-Rab7 beads, fluorescent GTP binding, flow cytometry; actives lie on both sides; untreated = 100%, excess cold GTP = 0%; GTP binding activity (percent of control), % at 10 µM; hit rate 0.055% among 190,000;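 active = fluorescent GTP binding to Rab7 beads changed by at least 20 points from the 100% baseline, either direction, mostly lower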;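 also: median green fluorescence of bound Bodipy-FL-GTP per Rab7 bead population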
Bim-Mcl-1: inhibitors of Bim-Mcl-1 interaction, human; Bead-based flow cytometry, Bim peptide-Mcl-1 binding; AID 1009; hit rate 0.1% among 190,000; Q07820; inhibition, % at 10 µM; in the data active = inhibition above about 40%;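 also: 0% = no compound tracer wells and 100% = peptide blocker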
HRas wt GTP: changes GTP binding to wildtype human HRas | hit rate 0.14% among 190,000 | GTP binding activity, % at 10 µM | AID 759 | P01112 | GST-Ras wt beads, Bodipy-FL-GTP binding, flow cytometry; actives lie on both sides;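 active = GTP binding activity at least 20% away from the 100% baseline, either lowered as inhibitor or raised as activator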;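 also: 0% = unlabeled GTP competition control and 100% = no-compound control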
Target sequence (P01112 whole entry, looked up): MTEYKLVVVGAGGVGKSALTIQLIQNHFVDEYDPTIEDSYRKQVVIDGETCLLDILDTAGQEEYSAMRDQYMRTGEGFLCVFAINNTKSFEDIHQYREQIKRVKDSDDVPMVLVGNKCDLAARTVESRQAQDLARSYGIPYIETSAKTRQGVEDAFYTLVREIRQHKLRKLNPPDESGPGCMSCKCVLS
Rac1 wt GTP bind: modulators of human Rac1 wildtype GTP binding. P63000. GST-Rac1 beads, fluorescent GTP binding, flow cytometry; actives lie on both sides; 0 = cold GTP competed, 100 = untreated. GTP binding activity (% of control), % at 10 µM. hit rate 0.27% among 190,000. AID 757;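 active = GTP binding activity at least 20 points away from the 100% control level, either lower or higher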
RGS8-Gao: modulates binding of RGS8 to human Galphao. response (percent of control binding), % at 10 µM. hit rate 0.34% among 220,000. AID 1423. multiplexed bead flow cytometry; actives lie on both sides; in the data active = response below about 60% or above about 140%; inactive = in between;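 also: Galphao activated as the GDP aluminium fluoride complex binding bead-coupled RGS8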
Cdc42 wt GTP: changes GTP binding to wildtype human Cdc42 | hit rate 0.2% among 190,000 | percent activity (GTP binding), % at 10 µM | GST-Cdc42 beads, Bodipy-GTP binding, flow cytometry; actives lie on both sides;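 active = percent activity GTP binding at least 20 points away from the 100% baseline, either down as inhibitor or up as activator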;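 also: median bead fluorescence of bound Bodipy-FL-GTP at 100 nM; 0% = excess unlabeled GTP control and 100% = no compound control; below 100% means less GTP binding so inhibitor and above means activator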
Target sequence (P60953 whole entry, looked up): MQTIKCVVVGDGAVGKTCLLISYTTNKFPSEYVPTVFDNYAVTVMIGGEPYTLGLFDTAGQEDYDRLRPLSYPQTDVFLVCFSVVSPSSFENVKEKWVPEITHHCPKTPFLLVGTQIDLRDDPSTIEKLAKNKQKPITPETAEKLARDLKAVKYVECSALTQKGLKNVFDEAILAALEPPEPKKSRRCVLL
Rac1 mut GTP: modulators of GTP binding to human Rac1 activated mutant; hit rate 0.11% among 190,000; AID 764; percent activity (GTP binding), % at 10 µM; GST-Rac1 activated beads, fluorescent GTP binding, flow cytometry; actives lie on both sides; 100% means binding = to untreated wells;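 active = GTP binding at least 20 percentage points away from the 100% baseline, in either direction, so actives lie on both sides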
An asterisk follows results filed as active; · = not tested or not shown; & = joins results of further samples.

SMILES	Pf gamet viab	Mcl1 Noxa PPI	Mcl1 Bid PPI	Rab2A wt mod	Rab7 wt modul	Bim-Mcl-1	HRas wt GTP	Rac1 wt GTP bind	RGS8-Gao	Cdc42 wt GTP	Rac1 mut GTP
CCn1nc(C(=O)OCC(=O)NC(C)C)c2ccccc2c1=O	-13	9	-10	97	95	0	97	99	100	95	96
CCc1cccc(NC2c3ccccc3C(=O)N2c2ccc(C)cn2)c1 (stereo not given)	·	9	-25	100	101	-1	100	104	98	101	99
COC(=O)c1ccccc1S(=O)(=O)N(CCCO)Cc1cc2c(C)ccc(C)c2[nH]c1=O	·	13	-14	102	101	5	103	103	102	102	99
CCOC(=O)c1c(C2CC2)csc1NC(=O)COC(=O)c1cnc(Cl)c(Cl)c1	·	-71	-22	93	97	-4	95	96	101	96	91
COc1ccc(-c2ccc(SCC(=O)NCc3ccco3)nn2)cc1	·	-1	-41	101	101	15	102	107	101	102	100
O=C(CC12CC3CC(CC(C3)C1)C2)NCO	·	4	-6	100	99	1	100	104	101	101	98
Cc1ccc(-c2nc(NC(=O)CSc3nnc(C)s3)ns2)cc1	·	14	-8	98	97	0	97	98	104	99	97
Cc1cc(Nc2cccc(Cl)c2C)n2ncnc2n1	·	10	-7	97	98	-2	101	103	100	98	98
Cc1cccc(C)c1NC(=O)CS(=O)CC(=O)NC1CCN(Cc2ccccc2)CC1 (stereo not given)	-3	-15	-9	104	102	-3	101	108	93	102	102
COc1cc(NC(C)CCCN)c2ncccc2c1Oc1ccccc1 (stereo not given)	8	15	-29	98	100	0	99	102	113	105	101
COc1ccc(NC(=O)CSc2nnc(-c3ccncc3)n2C)cc1	-22	30	-14	103	104	-3	100	99	106	99	98
CCSc1ccccc1C(=O)Nc1cc(C)on1	-6	7	-24	105	104	-1	104	104	103	103	102
COc1ccc(C(=O)N/N=C/C(Br)=C/c2ccccc2)cc1	-1	22	18	97	95	-7	95	99	99	96	97
O=C(/C=C/c1ccc2c(c1)OCO2)Nc1ccc(Cl)cn1	12	17	63*	105	108	-2	102	103	108	107	103
C=CCn1c(=O)/c(=C2/Sc3cc(OC)ccc3N2C)s/c1=C1\C(=O)N(CC)C(=S)N1C	·	16	-16	99	107	-2	98	96	102	97	95
COc1ccc(NC(C)=O)cc1NC(=O)CN1CCN(S(=O)(=O)c2ccc(C(C)C)cc2)CC1	-3	-34	25	95	99	-1	95	94	100	95	92
CCC(C)C(=O)N1CCc2cc(-c3csc(N)n3)ccc21 (stereo not given)	-10	27	-72	102	101	0	101	99	97	98	95
O=C(c1ccc(Cl)cc1)c1cn[nH]c1-c1ccccc1O	-12	10	-9	100	103	-1	100	105	100	100	102
O=c1c(Cc2ccccc2)c(O)nc2n1CCCS2	·	6	5	96	98	-4	96	98	112	95	98
CCOc1ccc(-c2nnc(SCc3nnc(-c4ccccc4)o3)n2-c2ccccc2F)cc1	1	16	-36	100	96	-2	99	98	97	101	97
Fc1ccc(Nc2c3c(nc4ccccc24)CCC3)cc1	1	12	-22	97	93	-3	98	101	100	98	100
O=C(C1=C[C@@H](c2coc3ccccc3c2=O)C[C@@H](OCc2ccc(CO)cc2)O1)N1CCCCCCC1	·	-30	-2	96	96	-1	94	94	97	98	95
CN(C)S(=O)(=O)c1cccc(NC(=O)COC(=O)COc2ccccc2[N+](=O)[O-])c1	·	13	-18	97	97	-4	97	101	100	99	96
CCOc1ccc(NC(=O)N(CC(C)C)CC(C)C)cc1	11	9	5	102	107	0	102	100	98	100	99
COc1cc(S(=O)(=O)n2cnc(C)c2)ccc1Br	-8	-4	-8	99	100	0	99	101	95	96	96

Some of these compounds in order of molecular weight, low to high.
SMILES	Pf gamet viab	Mcl1 Noxa PPI	Mcl1 Bid PPI	Rab2A wt mod	Rab7 wt modul	Bim-Mcl-1	HRas wt GTP	Rac1 wt GTP bind	RGS8-Gao	Cdc42 wt GTP	Rac1 mut GTP
O=c1c(Cc2ccccc2)c(O)nc2n1CCCS2	·	6	5	96	98	-4	96	98	112	95	98
Fc1ccc(Nc2c3c(nc4ccccc24)CCC3)cc1	1	12	-22	97	93	-3	98	101	100	98	100
O=C(c1ccc(Cl)cc1)c1cn[nH]c1-c1ccccc1O	-12	10	-9	100	103	-1	100	105	100	100	102
CCc1cccc(NC2c3ccccc3C(=O)N2c2ccc(C)cn2)c1 (stereo not given)	·	9	-25	100	101	-1	100	104	98	101	99
COc1cc(NC(C)CCCN)c2ncccc2c1Oc1ccccc1 (stereo not given)	8	15	-29	98	100	0	99	102	113	105	101
COc1ccc(NC(=O)CSc2nnc(-c3ccncc3)n2C)cc1	-22	30	-14	103	104	-3	100	99	106	99	98
CN(C)S(=O)(=O)c1cccc(NC(=O)COC(=O)COc2ccccc2[N+](=O)[O-])c1	·	13	-18	97	97	-4	97	101	100	99	96
CCOC(=O)c1c(C2CC2)csc1NC(=O)COC(=O)c1cnc(Cl)c(Cl)c1	·	-71	-22	93	97	-4	95	96	101	96	91
COC(=O)c1ccccc1S(=O)(=O)N(CCCO)Cc1cc2c(C)ccc(C)c2[nH]c1=O	·	13	-14	102	101	5	103	103	102	102	99
C=CCn1c(=O)/c(=C2/Sc3cc(OC)ccc3N2C)s/c1=C1\C(=O)N(CC)C(=S)N1C	·	16	-16	99	107	-2	98	96	102	97	95
COc1ccc(NC(C)=O)cc1NC(=O)CN1CCN(S(=O)(=O)c2ccc(C(C)C)cc2)CC1	-3	-34	25	95	99	-1	95	94	100	95	92

Next section
SMILES	Pf gamet viab	Mcl1 Noxa PPI	Mcl1 Bid PPI	Rab2A wt mod	Rab7 wt modul	Bim-Mcl-1	HRas wt GTP	Rac1 wt GTP bind	RGS8-Gao	Cdc42 wt GTP	Rac1 mut GTP
CCCn1nc([N+](=O)[O-])c(C(C#N)c2nc3ccccc3s2)c(Cl)c1=O (stereo not given)	1	29	-54	88	93	7	90	86	116	91	85
O=C(CN1CCCCCC1)Nc1cc(C(F)(F)F)ccc1Cl	30	-5	-40	95	94	0	96	100	99	96	94
O=C(CN1C(=O)c2ccccc2C1=O)Nc1nnc(C2CCCO2)s1 (stereo not given)	·	9	-9	101	99	-4	101	95	99	96	97
O=C(Nc1cccc(C(F)(F)F)c1)C(=O)N1CCCCC1	5	-15	2	99	102	0	99	101	103	97	99
Cc1ccc(C(=O)COC(=O)CCN2C(=O)C3C4CC(C(Br)C4Br)C3C2=O)cc1 (stereo not given)	14	8	-5	102	99	-3	104	106	101	103	101
O=C(CSc1n[nH]c(=O)[nH]c1=O)Nc1ccc(C(=O)O)cc1	-4	15	-31	96	88	2	92	95	97	96	97
O=C1CC(c2cccc([N+](=O)[O-])c2)c2ccc3ccccc3c2N1 (stereo not given)	·	12	-10	93	93	-2	93	89	99	93	88
COc1ccc(S(=O)(=O)N2CCC(N3CCN(c4ccccc4)CC3)CC2)cc1	·	15	-30	98	99	-4	99	98	101	99	99
Cc1ccc(/C=C/C(=O)NCc2ccco2)o1	14	32	-56	99	100	-3	101	106	90	103	102
Cc1ccc(CNC(=O)NCc2ccccc2)cc1	-2	-5	11	98	102	-4	100	99	102	102	97
CC(Sc1ccc2ccccc2n1)C(=O)O (stereo not given)	·	5&-10	-22&-47	100&100	97&96	-7&0	99&101	104&101	107&100	100&105	99&98
COC(=O)C1=NN(c2ccccc2)C2(S1)S/C(=C\c1ccccc1)C(=O)N2c1ccccc1 (stereo not given)	·	11	-11	102	102	-1	98	102	101	99	99
CCCCCCCCC/C(=N\O)c1ccccn1	·	-26	-13	92	93	-3	96	95	101	93	91
O=C(NCCc1ccccc1F)C(=O)Nc1nccs1	·	-17	-2	99	98	0	100	100	104	103	99
Cc1ccc2c(c1)N=C(c1ccc(F)cc1)CO2	-2	0	-2	98	100	-1	99	102	82	98	98
O=C(Nc1cccc(Cl)c1Cl)c1ccncc1	·	16	-13	99	100	-8	99	103	98	100	98
COc1ccc(N2C(=O)c3ccccc3C2=O)cc1	-7	4	-23	96	97	-2	95	101	101	92	98
COc1ccc(/C(O)=C2\C(=O)C(=O)N(Cc3ccco3)C2c2cc(OC)ccc2OC)cc1 (stereo not given)	·	-7	-108	92	93	-2	96	95	24*	94	92
Cc1ccc(NC(=O)c2cc(-c3ccco3)on2)cc1C	6	-19	-10	98	95	-6	97	97	105	95	98
CC1=Nc2ccccc2/C1=C/c1sc(=O)n(CC(=O)N2CCCC2)c1O	·	6	-21	106	102	1	104	102	95	104	102
CC1Cc2cc(/C(O)=C3/C(=O)C(=O)N(CCN4CCOCC4)C3c3cccc(O)c3)ccc2O1 (stereo not given)	-3	-4	-43	102	103	0	101	105	101	102	98
CCNC(=O)NC(=O)CN(C)c1ccccc1	-3	-12	-27	93	92	-3	90	93	102	91	95
Cc1ccc(C)c(NC(=S)N2CCN(CCO)CC2)c1	·	16	-40	100	99	-4	100	105	99	104	100
Cc1cc(C)cc(NC(=S)N2CCN(c3ccc(F)cc3)CC2)c1	-9	-8	-37	102	102	-7	103	105	100	101	102
COc1ccccc1OCC(=O)NCc1ccco1	-21	1	-19	102	103	0	100	105	98	104	102
SMILES	Pf gamet viab	Mcl1 Noxa PPI	Mcl1 Bid PPI	Rab2A wt mod	Rab7 wt modul	Bim-Mcl-1	HRas wt GTP	Rac1 wt GTP bind	RGS8-Gao	Cdc42 wt GTP	Rac1 mut GTP
COc1cccc(N2C(=O)C3CCCN3C2c2cccs2)c1 (stereo not given)	6	20	7	95	95	-7	95	99	98	96	95
Cc1ccc(NC(=O)C2CC(=O)N/C(=N/NC(=O)c3ccc(C)cc3)S2)cc1 (stereo not given)	1	-10	-34	100	99	-3	99	100	101	98	96
S=C(c1cccs1)N1CCCC1	·	-6	-31	104	105	0	104	108	102	105	103
C#CCn1c(=NC(=O)c2cc(-c3cccs3)nc3ccccc23)sc2cc(S(N)(=O)=O)ccc21	8	-8	-26	96	95	1	97	100	47*	97	99
O=C(CCS(=O)(=O)c1ccc(Br)cc1)Nc1cc(F)ccc1F	2	8	-35	101	99	-3	101	101	100	102	100
O=C(c1cc(-c2ccccc2)on1)N1CCc2ccccc2C1	9	11	-12	93	100	-2	89	89	100	88	87
CC(C)CC(=O)N1CCC(O)(CS(=O)(=O)Cc2ccccc2Cl)CC1	18	0	-2	104	103	-3	103	104	101	106	100
